N-glyco inh: blocks N-linked glycosylation in D54 reporter cells | 360,000 compounds, 0.23% hits | D54 ERlucT glycosylation luciferase reporter, 24 h; percent of 100 nM tunicamycin response | reporter increase, % at 12.5 µM;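 active = mean luciferase reporter signal, scaled so untreated is 0 and the glycosylation-blocking control 100, at or above a set limit in every replicate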;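 note: luciferase carries N-glycosylation sites so blocking glycosylation raises the light; 0% = median of neutral control wells and 100% = median of 100 nM tunicamycin wells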
ABHD5 PLIN5 PPI: ABHD5-PLIN5 protein interaction inhibition. Q00G26+Q8WTS1. Split G. princeps luciferase complementation, luminescence, 4 h. inhibition, % at 4 µM. 360,000 compounds, 0.78% hits. AID 602281;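 active = inhibition above the mean inhibition across every tested compound plus 3 SD, cut at about 22% in these data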;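 note: 0% = DMSO only wells and the 100% control is not disclosed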
ABCB6 inh 2: inhibitors of human ABC transporter ABCB6 | Q9NP58 | K562-ABCB6 porphyrin accumulation, flow cytometry, 1 h; hits give low values | fluorescence ratio to DMSO, % at 10 µM | 360,000 compounds, 0.19% hits | AID 602162;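 active = fluorescence ratio to DMSO below 75%, the collection mean minus 3 SD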;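 note: signal is porphyrin accumulated inside mitochondria; 100% equals median channel fluorescence of DMSO control wells; lower ratio means ABCB6 inhibition with less porphyrin fluorescence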
PDI inh: PDI (human) enzyme inhibition. P07237. AID 588391. inhibition, % at 10 µM. PDI insulin aggregation turbidity, A650, 90 min. 350,000 compounds, 0.052% hits;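 active = mean inhibition across replicates of 30% or more, whatever share of single replicates reach that level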;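 note: absorbance from insulin aggregation driven by PDI reduction with DTT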
Target sequence (P07237 whole entry, looked up): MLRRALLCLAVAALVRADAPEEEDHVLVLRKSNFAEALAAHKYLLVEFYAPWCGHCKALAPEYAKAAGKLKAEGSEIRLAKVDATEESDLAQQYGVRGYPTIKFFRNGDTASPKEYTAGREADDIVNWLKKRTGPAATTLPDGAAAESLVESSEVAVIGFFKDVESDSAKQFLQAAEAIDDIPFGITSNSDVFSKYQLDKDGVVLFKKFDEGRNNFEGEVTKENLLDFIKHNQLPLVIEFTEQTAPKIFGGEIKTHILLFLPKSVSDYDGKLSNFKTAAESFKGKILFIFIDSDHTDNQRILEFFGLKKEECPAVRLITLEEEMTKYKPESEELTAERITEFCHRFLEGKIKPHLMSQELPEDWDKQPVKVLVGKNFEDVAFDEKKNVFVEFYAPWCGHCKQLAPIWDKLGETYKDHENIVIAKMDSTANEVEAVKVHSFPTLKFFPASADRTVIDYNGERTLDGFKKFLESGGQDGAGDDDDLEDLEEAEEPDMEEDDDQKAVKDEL
Cardio protect: protects H9c2 cardiomyocytes from peroxide injury; H2O2 injury protection, ATPLite, 2 h; protection from H2O2 cell death, % at 20 µM; 360,000 compounds, 0.63% hits;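 active = compounds giving at least 50% protection of heart cells from peroxide-induced death in the single-dose screen, raw or plate-pattern-corrected value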;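 note: 0% = DMSO wells with peroxide and 100% = DMSO wells without peroxide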
MC4R antagonist: antagonists of human melanocortin 4 receptor (MC4R); MC4R-expressing cells, MTII-stimulated cAMP, LANCE TR-FRET; P32245; 360,000 compounds, 0.48% hits; AID 540295; inhibition, % at 6.5 µM;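 active = inhibition above its plate's cutoff, the mean of tested wells on that plate plus 3 SD, cut at about 29% in these data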;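 note: 0% = Melanotan II alone and 100% = Melanotan II plus saturating MCL0020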
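Test system: U2OS cells stably expressing human melanocortin 4 receptor (MC4R); also added: Melanotan II challenge; compound: 6.5 µM single dose; timing: 30-min compound preincubation, 1-h Melanotan II challenge, 1-h detection, room temperature; signal: Eu-cAMP/anti-cAMP TR-FRET, emission 671 nm; repeats: one well per compound, no replicates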
HTR2A ag: activates the mouse 5-HT2A serotonin receptor; AID 624169; P35363; 360,000 compounds, 0.66% hits; CHO-K1 mHTR2A beta-arrestin complementation, luminescence; percent of 30 µM serotonin response; activation, % at 7.6 µM;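 active = activation above a run cutoff, the mean activation of all tested compounds plus 3 SD, cut at about 14% in these data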;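 note: 0% = plate median of compound wells and 100% = 30 µM serotonin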
Target sequence (P35363 whole entry, looked up): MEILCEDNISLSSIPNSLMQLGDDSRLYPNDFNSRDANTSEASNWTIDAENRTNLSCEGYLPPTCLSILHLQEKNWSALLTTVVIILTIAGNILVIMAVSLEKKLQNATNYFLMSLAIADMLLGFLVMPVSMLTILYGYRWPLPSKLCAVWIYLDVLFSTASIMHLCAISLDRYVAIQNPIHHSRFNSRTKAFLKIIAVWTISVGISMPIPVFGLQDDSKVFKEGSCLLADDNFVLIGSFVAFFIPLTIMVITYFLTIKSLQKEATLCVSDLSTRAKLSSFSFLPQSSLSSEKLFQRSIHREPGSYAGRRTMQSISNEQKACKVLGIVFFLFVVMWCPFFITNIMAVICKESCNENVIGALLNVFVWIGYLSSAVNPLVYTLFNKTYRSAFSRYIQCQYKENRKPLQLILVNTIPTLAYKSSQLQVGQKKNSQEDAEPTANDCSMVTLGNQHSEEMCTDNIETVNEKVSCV
Granule exo inh: lytic granule exocytosis inhibition. TALL-104 LAMP-1 surface exposure, flow cytometry; cells stimulated with thapsigargin and PMA. inhibition, % at 10 µM. 360,000 compounds, 0.66% hits. AID 651702;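 active = inhibition above about 55%, limit read from the data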
CaV13 FRET inh: Disruptors of the CACNA1D IQ motif to Ca2+-dependent inactivation inhibitor domain association, primary screening, Förster resonance energy transfer in intact living … | 340,000 compounds, 0.098% hits | AID 743397 | HEK cells, CFP/YFP FRET ICDI-IQ, plate reader, 10 min; percent FRET-ratio fall versus neutral wells | inhibition, % at 12.3 µM;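 active = mean replicate inhibition of at least 30% and at least 1% of replicates passing that level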;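 note: 0% = median of the neutral control wells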
MC4R barr agon: activates human MC4R beta-arrestin recruitment; 360,000 compounds, 0.98% hits; P32245; U2OS MC4R beta-arrestin complementation, luminescence; percent of melanotan II response, DMSO zero; activation, % at 8.9 µM;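 active = activation above a per-plate cutoff, the mean activation of sample wells on that plate plus 3 SD, cut at about 8% in these data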
* = called active by the depositor; nt = not tested or not shown.

Every second line gives: N-glyco inh, ABHD5 PLIN5 PPI, ABCB6 inh 2, PDI inh, Cardio protect, MC4R antagonist, HTR2A ag, Granule exo inh, CaV13 FRET inh, MC4R barr agon
COc1ccc(OC)c(S(=O)(=O)Nc2cc(Cl)cc(Cl)c2)c1
→ nt, 1.3, 100.0, 9.9, -18.9, 11.9, 1.5, -1.4, -8.0, 4.7
CC(C)CC(=O)OCC(=O)Nc1ccccc1Sc1ccccc1
→ 1.0, -9.2, 74.0*, -19.7, 8.5, -0.3, -4.6, 0.6, -1.7, -1.4
Cc1ccccc1Cn1cc(NC(=O)c2noc(C(C)C)c2[N+](=O)[O-])cn1
→ 0.7, -3.5, 104.0, 8.3, -2.3, 9.8, 4.6, 1.3, -5.3, -1.2
Cc1cc(NC(=O)CSc2ncnc3ccccc23)no1
→ 0.7, -4.8, 102.0, 2.1, 18.1, 3.6, -0.5, -0.1, -6.8, 3.4
COc1ccc(NC(=S)N(CCCN2CCC(C)CC2)Cc2cccs2)cc1
→ -1.8, -2.5, 104.0, 2.1, 12.6, 2.0, -2.5, -2.2, -6.3, 1.3
CCOC(=O)N1CCN(c2nc3ccccc3nc2C(C#N)C(=O)NCCc2ccccc2)CC1 (centres undefined)
→ -6.5, -3.3, 116.0, -3.1, 9.3, 1.1, 4.6, 0.7, nt, -2.8
CCCCN(CCCC)S(=O)(=O)c1ccc(OC)c2ncccc12
→ -1.5, -4.6, 89.0, -4.9, 0.1, 6.5, 7.1, -0.5, nt, -0.5
COC(=O)N1C(=O)[C@](c2ccccc2)(C(C)C)N1C(=O)OC
→ -3.1, 3.8, 98.0, -0.2, -1.0, -5.1, 2.0, -4.4, -4.0, -1.8
C/C(=N\NC(=O)CSc1nc2ccccc2c(=O)n1-c1ccccc1C)c1cccs1
→ 1.1, -3.7, 96.0, -2.1, -5.8, -17.3, -1.0, -1.9, -5.0, -1.9
Cc1ccc(S(=O)(=O)CC(C)N2CCN(C3CCCCC3)CC2)cc1 (centres undefined)
→ -2.0, -9.7, 90.0, 11.9, 2.8, 12.3, 7.8, 28.9, -3.5, 0.4
O=C(COc1ccccc1Cl)Nc1ccc2oc(=O)ccc2c1
→ -0.7, 3.3, 161.0, -2.6, -0.5, -4.0, 0.3, 10.1, -4.3, 11.8*
NS(=O)(=O)c1ccc(NC(=O)COC(=O)COc2cccc(C(F)(F)F)c2)cc1
→ 0.4, -3.8, 97.0, 0.3, -5.8, 2.6, -2.5, -2.1, -1.7, -2.3
CCCNC(=O)Nc1ccc(C(F)(F)F)cc1
→ -0.6, -5.0, 103.0, -2.1, -10.7, 5.2, -4.8, 1.3, 7.2, -1.1
CO/N=C/c1cn(-c2ccc(Cl)cc2)nn1
→ 3.7, 8.5, 106.0, -2.2, 4.4, -6.0, 3.7, 8.0, -4.9, 7.7
S=C(Nc1ccccc1Cl)N1CCN(Cc2ccccc2)CC1
→ 1.2, -5.6, 94.0, 3.3, 3.2, 5.8, 5.6, 10.0, -17.3, -2.0
COc1ccc(N=Cc2c(OC)ccc3ccccc23)cc1
→ 2.7, 8.5, 98.0, 0.9, 9.5, -5.2, 3.4, 3.1, -15.6, -0.5
O=S(=O)(NCc1cccnc1)c1ccc2c(c1)OCCO2
→ -0.4, -1.9, 89.0, -6.6, 3.8, 1.8, 0.7, -0.9, nt, -1.6
Cc1cc(C)cc(NC(=O)CN2CCC(NC(=O)Cc3ccccc3)CC2)c1
→ 0.8, -2.0, 102.0, 0.8, 5.3, 20.9, -0.9, -3.7, -8.8, 0.1
Cc1ccc(NC(=O)NNC(=O)CN2C(=O)COc3ccccc32)cc1
→ 1.8, 3.2, 98.0, -1.5, -1.8, 17.3, 1.7, 32.4, -4.6, 0.3
COc1ccc(/C=N/NS(=O)(=O)c2ccc(F)cc2)cc1CN1CCSCC1
→ 0.5, 0.2, 100.0, 6.2, 7.3, 10.3, 5.3, -3.1, -6.5, 1.0
COc1ccc(C(NC(=O)c2ccco2)c2ccc(OC)c(OC)c2)cc1OC
→ 1.9, 6.4, 98.0, -0.9, 7.2, 0.4, 9.9, -2.3, -6.3, 0.0
c1ccc(-c2csc3ncnc(NCCCN4CCOCC4)c23)cc1
→ -2.3, -5.1, 103.0, 4.4, -9.2, -9.5, -2.4, -2.8, nt, -0.1
Cc1cc2ccccn2c1C(=O)c1ccccc1Br
→ 2.9, 15.8, 97.0, 2.7, 3.2, 1.8, 0.4, 14.2, -3.2, 0.3
COCC(=O)Nc1ccc(S(=O)(=O)Nc2onc(C)c2C)cc1
→ 0.0, 3.9, 100.0, 4.8, -0.1, 9.1, 1.9, -0.3, -6.3, -1.9
O=C1N[C@@H](Cc2ccccc2)COC(=O)[C@H](Cc2ccc(F)cc2)C/C=C\C[C@@H]1CC(=O)N(CCO)Cc1ccccc1
→ -1.1, -6.3, 91.0, 10.2, 1.4, 4.6, -9.9, -2.5, -12.5, -1.6
O=C(Nc1ccccc1N1CCCC1)c1ccc(F)c(S(=O)(=O)N2CCOCC2)c1
→ 0.8, -7.0, 96.0, -12.0, -1.4, -6.8, -3.5, -4.4, -2.0, -1.4
Cn1c(=O)c(=O)n(C)c2cc(S(=O)(=O)N3CCCC3C(=O)NCc3cccnc3)ccc21 (centres undefined)
→ -0.1, -1.1, 96.0, -0.3, 2.9, 14.1, 4.6, -1.1, -6.4, -1.2
Cn1ncc([N+](=O)[O-])c1C(=O)NC1CCCCC1
→ 2.0, 2.8, 105.0, 2.6, -0.3, 2.8, -1.1, -2.0, -7.0, 0.3
COc1ccc(NC(=O)Nc2cccc3c2O[C@H](CN(C)Cc2ccc(-c4ccccc4)cc2)[C@@H](C)CN([C@H](C)CO)C3=O)cc1
→ -3.3, 7.9, 91.0, -6.6, 36.4, -0.6, -1.2, -12.2, -3.9, -1.0
CCCCOC(=O)C(NC(=O)c1ccccc1)=C(C)C
→ 0.7, 6.4, 97.0, 1.6, 21.7, 13.2, 1.2, -2.0, -0.9, 3.0
COc1ccc(-c2noc(CN(C)C(=O)Nc3ccccc3)n2)cc1
→ 1.0, -0.3, 105.0, -1.3, 0.9, 0.6, -1.1, 0.6, -4.6, -1.2
CNC(=S)N/N=C/c1ccc(N2CCOCC2)s1
→ -0.3, -13.6, 97.0, -2.0, -1.7, -14.1, -1.0, 0.9, 0.0, -1.7
O=C(CCc1[nH]c2ccccc2c1Sc1ccccc1)NCCO
→ -1.2, 6.6, 109.0, 4.0, -0.5, 13.1, -1.9, -2.9, -3.4, -2.2
CCC(=O)Nc1ccc(C(=O)CN2C(=O)NC3(CCOc4ccccc43)C2=O)cc1 (centres undefined)
→ 2.8, -1.8, 95.0, -56.1, -3.8, -2.8, 0.9, 1.2, -5.1, 1.6
CN(Cc1ccccc1)C(=S)Nc1ccc2nc3n(c(=O)c2c1)CCCCC3
→ 0.9, 1.3, 96.0, -2.6, -3.3, 12.9, -1.1, 3.2, 2.1, -1.1
O=C(NCc1cccnc1)c1nc(-c2ccccc2)n(-c2ccccc2)n1
→ 1.8, 1.2, 92.0, -2.4, -2.8, -0.9, -2.8, 12.2, nt, -4.1
O=C(CSc1n[nH]c(-c2ccncc2)n1)Nc1ccccc1
→ 0.4, -2.8, 99.0, -1.7, 1.2, 0.1, -5.7, -4.9, -3.0, -0.7
CCN(CC)S(=O)(=O)c1ccc(NCc2ccccc2)nc1
→ 0.3, -2.2, 98.0, 3.5, -2.1, 1.7, -5.6, -3.9, -3.1, 0.4
COC(=O)c1ccc(C(=O)OC)c(NC(=O)CSCc2ccccc2Br)c1
→ -2.6, 3.8, 96.0, 0.0, 11.1, -5.9, 10.3, -0.2, -6.7, -1.3
O=C(NCc1nnc2n1CCCCC2)c1ccc(Cl)cc1Cl
→ -0.1, 4.1, 109.0, 4.1, -3.2, 8.2, 11.1, -1.4, -6.4, -1.5
CCOc1ccccc1NC(=O)Nc1cc(S(=O)(=O)N(C)C)ccc1C
→ 1.7, -2.3, 95.0, -2.1, -4.0, 9.2, -4.1, -4.8, -4.8, -1.9
COc1ccc(-c2ccc([C@H]3[C@H]4C=CC[C@@H](C)[C@@H]4C(=O)N3Cc3ccccc3)c(F)c2)cc1
→ -4.7, -3.7, 97.0, -1.7, -11.2, 5.9, 1.6, -10.0, -10.9, -0.9
Cc1ccc(NC(=O)C2C(C(=O)O)C3C=CC2C32CC2)cc1 (centres undefined)
→ 2.7, 2.4, 99.0, -6.7, 1.1, 0.6, 0.3, -0.6, -5.9, -0.9
O=C1CC(c2ccncc2)c2cc3c(cc2N1)OCCO3 (centres undefined)
→ 0.9, 3.2, 94.0, 1.4, 2.1, 11.1, 1.9, -1.5, -0.8, 0.0
O=C(COCCOCC(=O)N(c1ccccn1)C1CCCCC1)N(c1ccccn1)C1CCCCC1
→ -5.5, -4.0, 97.0, 3.5, -6.1, 4.8, 0.5, -2.2, nt, -0.2
CCOC(=O)[C@]12CCC=C1N(Cc1ccc3c(c1)OCO3)C(=O)[C@H](CC(=O)NCc1cccc3ccccc13)C2
→ nt, 5.2, 98.0, nt, nt, nt, -4.2, 4.3, -3.5, nt
C=CCSc1nnc2c(n1)OC=Nc1ccc(Br)cc1-2
→ 3.4, 3.1, 105.0, -4.5, -5.4, 3.0, -1.8, -0.3, nt, -0.4
CCc1ccc(C2CC(c3ccccc3)n3ncnc3N2)cc1 (centres undefined)
→ -0.7, 0.4, 99.0, nt, -16.6, 0.5, 3.0, -3.3, -7.0, -0.9

By substructure, the compounds so far containing an aryl thioether with sulfur outside any ring (six)
Every second line gives: N-glyco inh, ABHD5 PLIN5 PPI, ABCB6 inh 2, PDI inh, Cardio protect, MC4R antagonist, HTR2A ag, Granule exo inh, CaV13 FRET inh, MC4R barr agon
CC(C)CC(=O)OCC(=O)Nc1ccccc1Sc1ccccc1
→ 1.0, -9.2, 74.0*, -19.7, 8.5, -0.3, -4.6, 0.6, -1.7, -1.4
Cc1cc(NC(=O)CSc2ncnc3ccccc23)no1
→ 0.7, -4.8, 102.0, 2.1, 18.1, 3.6, -0.5, -0.1, -6.8, 3.4
C/C(=N\NC(=O)CSc1nc2ccccc2c(=O)n1-c1ccccc1C)c1cccs1
→ 1.1, -3.7, 96.0, -2.1, -5.8, -17.3, -1.0, -1.9, -5.0, -1.9
O=C(CCc1[nH]c2ccccc2c1Sc1ccccc1)NCCO
→ -1.2, 6.6, 109.0, 4.0, -0.5, 13.1, -1.9, -2.9, -3.4, -2.2
O=C(CSc1n[nH]c(-c2ccncc2)n1)Nc1ccccc1
→ 0.4, -2.8, 99.0, -1.7, 1.2, 0.1, -5.7, -4.9, -3.0, -0.7
C=CCSc1nnc2c(n1)OC=Nc1ccc(Br)cc1-2
→ 3.4, 3.1, 105.0, -4.5, -5.4, 3.0, -1.8, -0.3, nt, -0.4

Source: PubChem BioAssay (several laboratories)
